H9c2 TAG inh: triacylglycerol accumulation inhibition. H9c2 cells, Nile Red lipid (TAG) fluorescence; cells loaded with 200 µM oleic acid. 230,000 compounds, 0.66% hits. inhibition, % at 12.5 µM. AID 651582;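 active means pattern-corrected inhibition of lipid staining of at least 50% with the nuclear-stain viability signal not falling by more than 50%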;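 further: 0% = DMSO wells and 100% = triacsin C control wells; some results filed as inactive read as strong as hits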
H9c2 TAG inh DAPI viability: recorded beside H9c2 TAG inh, whose call it bears; DAPI nuclei signal change (viability), lower = more cytotoxic, %;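 whole-well DAPI fluorescence read on a plate reader as a viability signal; minus 50 percent equals half of cells still viable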
Numbers without * were called inactive. An excerpt, so the mix of outcomes need not match the whole.

Structure,H9c2 TAG inh,H9c2 TAG inh DAPI viability
COCc1cc(C)nc2sc(C(=O)Nc3ccc(C(=O)OC)cc3)c(N)c12,1,21
Cc1ccc(C(=O)Nc2ccccc2N2CCCC2)s1,4,-3
Cc1csc(=O)n1CC(=O)OCC(=O)c1c(N)n(CC(C)C)c(=O)n(C)c1=O,0,4
O=C(CSc1nc2ccccc2[nH]1)N1CCN(S(=O)(=O)c2ccc(Cl)cc2)CC1,6,-3
Cc1cc(C)nc(SCC(=O)NC2CCCC2)n1,-6,8
COCc1cccc(-c2csc(C(NC(C)=O)c3ccc(F)c(F)c3)n2)c1 (configuration not stated),3,-4
O=C1NC2(c3ccccc3)NC(=O)NC2(c2ccccc2)N1 (configuration not stated),5,2
CCCCN(c1ccccc1)S(=O)(=O)c1cccc(C(=O)Nc2c(C)n(C)n(-c3ccccc3)c2=O)c1,-7,5
Cc1onc(-c2ccccc2)c1C(=O)N/N=C/c1cn(C)c2ccccc12,-17,12
CSc1ccc(/C=N/NC(=O)c2cccc(O)c2)cc1,-17,-4
CSCCC1NC(=O)N(CC(=O)Nc2ccc(-c3ccccc3)cc2)C1=O (configuration not stated),6,-11
COc1ccc(OCc2nn3c(-c4ccco4)nnc3s2)cc1,-4,6
O=C(COc1ccc2ccc(=O)oc2c1)Nc1c(Cl)cccc1C(F)(F)F,4,-1
c1cncc(-c2noc(C34CC5CC(CC(C5)C3)C4)n2)c1,4,0
Cc1ccc(S(=O)(=O)N2CCC(=O)N(CCOCc3cccc(C(F)(F)F)c3)CC2)cc1,-7,3
CSC(=NCc1ccco1)NC#N,-13,11
CCOc1cc(-c2nc(C)c(C(C)=O)n2O)ccc1OCC(=O)Nc1cccc(C)c1,9,9
Brc1ccc(-c2csc(NC3=NCCCCC3)n2)cc1,-8,4
CCCCC(=O)Nc1ccc(NC(=O)c2cccs2)cn1,4,2
Cc1ccc(C(=O)C(C)N(C(=O)c2ccc(Cl)cc2Cl)N2C(=O)CCCC2=O)cc1 (configuration not stated),-3,-2
CCC(C)C(CO)NCCCn1cnc2c(SC)ncnc21 (configuration not stated),-7,4
COc1cccc(NC(=O)COc2ccc(N3CC(C(=O)NCC(C)C)CC3=O)cc2)c1 (configuration not stated),1,6
CCN(CC)CCCN=C1N[C@@H](c2cccc(C(F)(F)F)c2)C(C(=O)OC)=C(C)N1CC,8,3
Cc1ccc(C(=O)Nc2ccccc2C(=O)N2CC3(C)CC2CC(C)(C)C3)cc1 (configuration not stated),31,19
CCC(C)Cn1cnc2c(SCc3ccccn3)nc(N)nc21 (configuration not stated),9,-3
Cc1cccc(NC(=O)CN2CCCN(S(=O)(=O)c3ccc(Br)s3)CC2)c1,-30,-4
O=C1C=CC(=O)N1Cc1ccccn1,-6,-6
COc1ccc(CN2CCN(C(=O)c3ccc4nc(N5CCOCC5)sc4c3)CC2)c(OC)c1OC,0,0
O=C1CCCCCN1C(=O)c1ccccc1,-5,3
Cc1csc2nc(SCC(=O)Nc3ccccc3F)[nH]c(=O)c12,-5,7

Profiles from above.
Profile of Cc1csc(=O)n1CC(=O)OCC(=O)c1c(N)n(CC(C)C)c(=O)n(C)c1=O : H9c2 TAG inh: 0; H9c2 TAG inh DAPI viability: 4
Profile of Cc1cc(C)nc(SCC(=O)NC2CCCC2)n1 : H9c2 TAG inh: -6; H9c2 TAG inh DAPI viability: 8

Later entries.
Structure,H9c2 TAG inh,H9c2 TAG inh DAPI viability
O=C(c1ccc(Cl)c(S(=O)(=O)N2CCCCCC2)c1)N1CCN(CCO)CC1,10,-6
CCOc1ccc(OCCC(=O)N(CCCOC)c2c(N)n(Cc3ccccc3)c(=O)[nH]c2=O)cc1,7,-1
CCN(CC)S(=O)(=O)c1ccc(Oc2ccccc2)c(N)c1,20,-10
O=C(NCC1CCCO1)c1ccc(C(=O)NCC2CCCO2)cc1 (configuration not stated),2,-4
Cc1nc2sccn2c(=O)c1S(=O)(=O)NCCc1ccccc1,-18,2
CCOc1ccc(-n2ccnc2SCC(=O)Nc2nnc(CC)s2)cc1,-34,8
Cn1c(=N)n(CC(=O)c2ccc(Br)s2)c2ccccc21,37,-6
COc1ccc(NC2=C(C(C)=O)C(c3ccccc3)C(C(C)=O)C(C)(O)C2)cc1 (configuration not stated),-18,1
COc1cc2c(cc1OC)C1=CC(=O)C(=O)N1C(C)(C)C2,-12,-10
O=C1OC(c2ccccc2)C2(CCCC2)C(=O)C12CCCC2 (configuration not stated),-1,-13
O=C(N/C(=C/c1ccccc1Cl)C(=O)N1CCOCC1)c1ccccc1,-11,-4
C=CCn1c(SCC(=O)N(C)C2CCCCC2)nnc1C1CC1,-14,0
C=C(C1=CCN(S(=O)C(C)(C)C)[C@@H]1CCO)c1ccccc1 (some centres not stated),-3,-5
CCc1ccc(CNc2ccc(O)cc2)cc1,-17,4
CCC(=O)NCCCNc1nc2c(C)cccc2cc1C#N,0,7
C=CCNc1nc(Cl)nc(NCc2ccco2)n1,-7,2
CCCN1CCC(C)(C(=O)Nc2cccc(OC(C)C)c2)C1 (configuration not stated),-4,12
O=c1c2[nH]c3cccc(Cl)c3c2ncn1Cc1ccco1,3,-4
CCNc1nc(Oc2ccc(C(=O)OC)cc2)nc(SC)n1,-4,1
COc1ccc(S(=O)(=O)N2CCCCC2c2cc(C(=O)Nc3ccccc3)no2)cc1 (configuration not stated),136,-113
Cc1cc(Cl)ccc1NC(=S)NCc1ccc(S(N)(=O)=O)cc1,13,-19
O=C(Nc1ccc(OCC(F)(F)C(F)F)c(C(F)(F)F)c1)c1ccccc1O,2,4
CN(C(=O)COC(=O)c1cc(S(=O)(=O)N2CCOCC2)ccc1Cl)C1CCS(=O)(=O)C1 (configuration not stated),2,3
CCc1nnc(NC(=O)CSc2nnc(COc3ccc(C)cc3)n2-c2ccccc2)s1,-7,8
O=C(N[C@@H](c1ccccc1)[C@H](O)c1ccccc1)[C@@H]1CCCN1C(=O)OCc1ccccc1,0,2
O=[N+]([O-])c1ccc(S(=O)(=O)NCCCc2ccccc2)cc1,-6,2
Cc1ccc(C)c(OCc2cc(C(=O)N3CCc4sccc4C3)no2)c1,-7,-3
CCOC(=O)c1ccc(Nc2cc3ccccc3c(=O)[nH]2)cc1,0,3
Cc1cc(C)n(-c2nc3ccccc3c(=O)n2OCC(=O)N(C)C)n1,-16,2
CCCCn1c(SCC(=O)NC2CCCC2)nc2ccccc2c1=O,2,7

Following part
Structure,H9c2 TAG inh,H9c2 TAG inh DAPI viability
Cn1nc(C(=O)Nc2sc3c(c2C#N)CCCC3)ccc1=O,-5,25
CCCCCCNc1nc(Cl)nc(NC(C)(C)CO)n1,-4,-5
CCOC(=O)c1cccc(NC(=O)CSc2nnc(-c3cccnc3)n2C)c1,16,-7
Cc1nc(C)c(C(=O)OCC(=O)NCCc2ccc(S(N)(=O)=O)cc2)s1,11,-7
CCS(=O)c1ccccc1C(=O)O (configuration not stated),-13,3
C=C(C)C1CC=C(C)/C(=N/NC(=O)c2ccccc2[N+](=O)[O-])C1 (configuration not stated),-21,11
CSc1nc(-c2ccco2)cc(-c2ccccc2)c1C#N,2,2
CCn1cc(CN2CCC(C(=O)Nc3cccc(-c4cccc(Cl)c4)c3)CC2)cn1,-2,11
COCCNC(=O)c1onc(CSc2nc3ccccc3[nH]2)c1C(=O)NCCOC,13,-6
CC1CCN(C(=O)COC(=O)c2ccc(F)c(S(=O)(=O)N3CCOCC3)c2)CC1,-5,2
CN(Cc1ccccc1)C(=O)c1[nH]cnc1C(=O)NCc1ccccc1,-25,-3
O=C(O)c1ccc(NC(=O)c2cccc(NC(=O)c3cccs3)c2)cc1,8,4
CCOC(=O)c1c(N2C(=O)CC(Sc3ccccc3C(=O)O)C2=O)sc2c1CCCC2 (configuration not stated),2,-3
CC(=O)NS(=O)(=O)c1ccc(NC(=S)NC(=O)C(C)C)cc1,-2,-8
Cc1ccc(CN2CCC(C)(Oc3cccc(Cl)c3)C2)cc1 (configuration not stated),6,-2
COc1cccc(OCC(=O)NCCS(=O)(=O)N2CCN(c3ccccc3)CC2)c1,-15,16
CC1(C)CC(=O)C2=C(C1)N(c1ccc(F)cc1)C(=O)CC2c1ccsc1 (configuration not stated),6,4
COc1ccc(NC(=O)CN2CCCC2)cc1,1,4
CN(CCOC(=O)C1c2ccccc2Oc2ccccc21)C(C)(C)C,27,-9
CC=CCn1c(SCc2ccccc2)nc2c1c(=O)[nH]c(=O)n2C,-5,2
CC(C)=CCCC1=CCC2C(=O)NNC(=O)C2C1 (configuration not stated),-3,3
CCCCNc1c(C(=O)OCC)c(C)nc2c1cnn2CC,16,1
CC1CCCC(C(=O)O)N1C(=O)CCS (configuration not stated),21,-3
O=C(Nc1ccc2c(c1)CCC2)c1cccs1,5,-6
Cc1onc(-c2ccccc2)c1-c1nc2cc(Cl)ccc2c(=O)o1,1,-2
Cc1ccc(C(=O)NC(=S)NCCN2CCOCC2)cc1,8,4
CC[C@@H](C)[C@@H]1CN([C@@H](CN2CCC[C@H]2CN2C(N)=NC[C@H]2CC(C)C)C(C)C)C(=N)N1CCCC1CCCC1,-11,27
O=C(O)/C=C/C(=O)N1CCN(S(=O)(=O)c2cc(C(F)(F)F)ccc2Cl)CC1,-3,18
CCOc1ncccc1C(=O)OC(C)C(=O)NC1CCCCC1 (configuration not stated),13,0
COc1ccccc1NC(=S)NNC(=O)c1c(Cl)c(C)nn1C,-4,0

The final five records of the part before are carried over, then new ones follow.
Structure,H9c2 TAG inh,H9c2 TAG inh DAPI viability
Cc1ccc(C(=O)NC(=S)NCCN2CCOCC2)cc1,8,4
CC[C@@H](C)[C@@H]1CN([C@@H](CN2CCC[C@H]2CN2C(N)=NC[C@H]2CC(C)C)C(C)C)C(=N)N1CCCC1CCCC1,-11,27
O=C(O)/C=C/C(=O)N1CCN(S(=O)(=O)c2cc(C(F)(F)F)ccc2Cl)CC1,-3,18
CCOc1ncccc1C(=O)OC(C)C(=O)NC1CCCCC1 (configuration not stated),13,0
COc1ccccc1NC(=S)NNC(=O)c1c(Cl)c(C)nn1C,-4,0
O=C1CCN(C(=S)NCc2ccccc2)CC1,10,-10
COc1cccc(C(=O)Nc2nnc(Cc3ccc(OC)c(OC)c3)s2)c1,-5,1
CCc1nc2ccc(C(=O)NCCCn3ccnc3)cn2c1N(CC)C(=O)NCCc1ccccc1,7,-7
O=C(Cn1ncc(N2CCCC2)c(Cl)c1=O)c1ccc(Cl)cc1,15,-2
Fc1ccccc1C1c2[nH]c3ccccc3c2CCN1CCCn1cccn1 (configuration not stated),15,23
COc1cc2cc(c1Cl)N(C)C(=O)CC(OC(=O)C(C)N(C)C(C)=O)C1(C)OC1C(C)C1CC(O)(NC(=O)O1)C(OC)C=CC=C(C)C2 (configuration not stated),39,-35
NC(=O)CC(NC(=O)Cc1cccc2ccccc12)c1ccc(NCCCN2CCCC2=O)c([N+](=O)[O-])c1 (configuration not stated),19,-19
O=C(COC(=O)c1nc(Cl)ccc1Cl)NCc1ccccc1,-1,-1
COc1cc(C)nc(N(C)S(=O)(=O)c2ccccc2Cl)n1,-6,13
O=C1OC(NC(=O)c2ccccc2)C(N2CCOCC2)=C1Cl (configuration not stated),8,4
S=c1[nH]nc2ccccn12,0,12
COc1ccc(NC(=O)CN(C)C(=O)c2cccc(S(=O)(=O)N3CCN(Cc4ccccc4)CC3)c2)cc1,-24,-1
COc1ccc(S(=O)(=O)N(CC(=O)NC2CCCC2)c2ccccc2OC)cc1,8,-5
CCOC(=O)CCc1ccc(NC(=O)/C=C/c2ccc([N+](=O)[O-])o2)cc1,43,-10
COc1ccc(N2CCCn3c2nc2c3c(=O)n(Cc3ccccc3F)c(=O)n2C)c(OC)c1,19,-11
Cc1cccc(N=C2NC(=O)/C(=C3/C(=O)N(C)c4ccccc43)S2)c1C,-5,-11
CCc1nc(-n2[nH]c(=O)c3ccccc3c2=O)c2c3c(sc2n1)CCCC3,-23,5
C[C@H](CO)N1C[C@H](C)[C@@H](CN(C)S(=O)(=O)c2ccccc2)Oc2ccc(NS(=O)(=O)c3cn(C)cn3)cc2C1=O,5,7
COc1cc(O)c(C(=O)O)c(CCc2ccccc2)c1,-2,14
CC(=O)c1ccc(-n2nnnc2SCC(=O)Nc2sc(C)c(C)c2C#N)cc1,5,6
CCc1cccc(N(C)C(N)=Nc2cccc3ccccc23)c1,-3,5
COc1ccc(CCN2CC(C(=O)NCCc3ccccn3)CCC2=O)cc1 (configuration not stated),0,3
COc1ccc(OC)c(C(=O)N/N=C/c2ccccn2)c1,-7,-5
CCOC(=O)[C@@H]1[C@H]2COc3cc(OC)ccc3[C@@H]2N2C(=O)N(c3ccc(C(F)(F)F)cc3)C(=O)[C@@]12C,23,-9
C[C@H](CCC(=O)NCC(=O)O)[C@H]1CC[C@H]2C3[C@H](O)C[C@@H]4C[C@H](O)CC[C@]4(C)[C@H]3C[C@H](O)[C@]12C (some centres not stated),-11,-6

Looked up above:
Cc1cccc(N=C2NC(=O)/C(=C3/C(=O)N(C)c4ccccc43)S2)c1C | H9c2 TAG inh DAPI viability: -11
COc1cc(O)c(C(=O)O)c(CCc2ccccc2)c1 | H9c2 TAG inh: -2

Compound activity from PubChem.
